PP1 counter = PP1-alpha (human) inhibition in PP5 counter-screen | actives 0.9% (n = 320,000) | AID 2235 | P62136 | inhibition, % at 6.7 µM | purified PP1alpha, OMFP fluorescence;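 active = inhibition above the mean inhibition of all tested compounds plus 3 SD, computed separately for each screening campaign, cut at about 15% in these data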
ZTA DNA inh = blocks Epstein-Barr virus ZTA, an EBNA-1 counter-screen | AID 2234 | ZTA-DNA binding, fluorescence polarization | P03206 | inhibition, % at 11 µM | actives 0.15% (n = 320,000); in the data active = inhibition above about 33%
Target sequence (P03206 whole entry, looked up): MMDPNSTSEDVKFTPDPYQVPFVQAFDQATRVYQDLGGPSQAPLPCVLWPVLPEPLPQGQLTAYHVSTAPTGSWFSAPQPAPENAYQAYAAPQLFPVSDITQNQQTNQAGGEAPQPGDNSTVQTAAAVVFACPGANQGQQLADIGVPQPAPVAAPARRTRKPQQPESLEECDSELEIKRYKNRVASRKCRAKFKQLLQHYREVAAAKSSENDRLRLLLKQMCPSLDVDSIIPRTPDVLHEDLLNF
Efflux pump mplx = inhibitors of Candida antifungal efflux pumps expressed in yeast. S. cerevisiae Candida pump triplex, Nile Red efflux. inhibition, % at 10 µM. actives 0.44% (n = 330,000);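 active = plate passing quality check with inhibition over a set limit, or well fluorescence over plate mean plus 4 SD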;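 note: Nile Red retained in pooled yeast measured as flow cytometry median fluorescence; 0% = buffer negative control and 100% = Enniatin B positive control; higher means more Nile Red kept so more efflux inhibition; some compounds called inactive have numbers as strong as hits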
TPT1 inh = blocks Candida albicans tRNA 2'-phosphotransferase; recombinant caTPT1, FP RNA substrate dephosphorylation; inhibition, % at 5 µM; actives 0.81% (n = 300,000);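 active = inhibition above the mean of all tested compounds plus 3 SD, set per screening campaign, cut at about 24% in these data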;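 note: plate controls were DMSO alone for no effect and ferristatin control at 100 nM for full effect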
Fh CTSL1 inh = counter-screen for PFM18AAP inhibitors: inhibitors of F. hepatica cathepsin L1; recombinant F. hepatica cathepsin L1, Z-Leu-Arg-MCA fluorescence; inhibition, % at 5.96 µM; actives 0.49% (n = 300,000); AID 1906;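 active = inhibition above the mean of all tested compounds plus 3 SD, set per screening campaign, cut at about 17% in these data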;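 note: 0% = plate median of test compound wells and 100% = 1 µM Z-Phe-Ala-diazomethylketone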
PREPL inhibitor = inhibitors of human prolyl oligopeptidase-like enzyme PREPL; actives 0.68% (n = 320,000); Q4J6C6; AID 2751; inhibition, % at 5.96 µM; recombinant PREPL, fluorescence polarization activity-based probe; in the data active = inhibition above about 43%;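 note: 0% = enzyme with DMSO and 100% = wells lacking enzyme; many of its hits are not listed in these tables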
Target sequence (Q4J6C6 whole entry, looked up): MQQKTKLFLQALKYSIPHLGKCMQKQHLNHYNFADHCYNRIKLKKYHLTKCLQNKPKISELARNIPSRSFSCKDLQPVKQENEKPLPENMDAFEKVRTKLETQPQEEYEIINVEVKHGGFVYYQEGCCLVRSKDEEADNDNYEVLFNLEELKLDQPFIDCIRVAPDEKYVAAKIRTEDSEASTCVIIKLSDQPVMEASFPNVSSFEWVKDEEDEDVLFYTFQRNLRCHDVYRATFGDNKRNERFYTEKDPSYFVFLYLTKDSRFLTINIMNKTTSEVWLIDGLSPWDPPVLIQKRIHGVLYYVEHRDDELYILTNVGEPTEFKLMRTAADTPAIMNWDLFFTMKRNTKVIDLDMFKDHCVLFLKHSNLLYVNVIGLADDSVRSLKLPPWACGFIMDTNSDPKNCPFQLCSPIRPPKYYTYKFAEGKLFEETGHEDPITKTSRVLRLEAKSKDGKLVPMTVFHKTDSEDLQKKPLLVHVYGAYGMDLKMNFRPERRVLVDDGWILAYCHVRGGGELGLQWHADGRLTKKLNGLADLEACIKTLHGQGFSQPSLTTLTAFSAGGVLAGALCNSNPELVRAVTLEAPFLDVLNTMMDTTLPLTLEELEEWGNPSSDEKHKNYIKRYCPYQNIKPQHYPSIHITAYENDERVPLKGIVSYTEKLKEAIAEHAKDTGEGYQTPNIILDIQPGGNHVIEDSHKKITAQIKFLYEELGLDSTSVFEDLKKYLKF
PP5 primary = inhibitors of human protein phosphatase 5 (PP5); purified PP5c, OMFP substrate fluorescence; inhibition, % at 6.7 µM; actives 0.18% (n = 320,000); AID 1987;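 active = inhibition above the campaign's mean inhibition across all tested compounds plus 3 SD, cut at about 9.5% in these data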;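 note: 0% = DMSO only and 100% = 100 µM cantharidin control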
EBNA-1 inh = blocks EBNA-1 binding to DNA | actives 0.34% (n = 300,000) | inhibition, % at 14.8 µM | AID 1950 | EBNA-1 DNA binding, fluorescence polarization; in the data active = inhibition above about 28%
HCV core dimer = HCV core protein dimerization inhibition. TR-FRET GST/Flag-core106 dimerization, 1536-well. inhibition, % at 5 µM. actives 0.33% (n = 300,000);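 active = inhibition above the mean of all tested compounds plus 3 SD, set per screening campaign, cut at about 45% in these data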
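test system = GST/Flag-tagged HCV core106 proteins | probe or stimulus = Eu donor and XL665 acceptor anti-tag antibodies | times = compound-protein-antibody incubation 4 h at 22.5 °C | signal = TR-FRET, excitation 340 nm, emission 617 and 671 nm | measure = percent inhibition of core106 dimerization signal | controls = wells lacking GST-core106 and wells with excess unlabelled core106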
* marks the source's active call; other numbers are inactive results; & = joins results of further samples. The list is partial. The share of hits here may be higher or lower than overall.

smiles,HCV core dimer,Efflux pump mplx,Fh CTSL1 inh,PP1 counter,TPT1 inh,EBNA-1 inh,ZTA DNA inh,PP5 primary,PREPL inhibitor
CC(C)n1c(=S)[nH]c2cc(C(F)(F)F)ccc21,-0.2,-0.1,11.0,0.8,-1.1,0.1,-3.8,-0.3,-0.6
CCOc1ccc(OCc2ccc(C(=O)N(CC)CC)cc2)cc1,-4.2,-0.1,1.8,2.8,-5.4,10.2,5.8,0.1,3.6
COc1ccccc1CN1CCN(C(=O)c2ccncc2)CC1,-2.8,0.1,-3.8,1.6,-0.5,-1.9,-2.2,3.5,-16.5
CCS(=O)(=O)c1ccc2oc(SCC(=O)Nc3ccc(OC)cc3OC)nc2c1,0.6,0.1,5.2,-1.8,-2.0,4.3,3.4,-2.1,2.8
CCOC(=O)N1CCC2(CC1)C(C#N)=C(N)Oc1c2c(C)nn1-c1cccc(Cl)c1,-1.4,-0.1,1.3,-0.2,8.2,4.2,0.4,-1.2,0.2
Cc1ccc(CN(C)C(=O)C2CCCN2C(=O)c2cccs2)o1 (centres undefined),-1.1,-0.1,0.4,2.1,-0.1,8.4,17.1,-1.2,3.6
O=C(COC(=O)c1cncc(Br)c1)NCc1ccc(F)cc1,3.2,0.1,-4.3,-1.0,3.9,-5.1,10.2,-0.1,-2.3
COCCNC(=O)C(c1cccc(OC)c1)N(Cc1cccs1)C(=O)Cn1nnc2ccccc21 (centres undefined),0.2,0.2,4.6,-4.7,-1.6,-8.7,0.2,-1.0,29.1
COc1cc2c(cc1OC)C(c1ccccc1N)=NCC2,-2.8,0.1,-1.5,-4.4,-0.1,1.2,-11.6,1.2,14.6
CC(C)Oc1ccc(S(=O)(=O)N2CCCCC2)cc1NC(=O)C1CSC2(C)CCC(=O)N12 (centres undefined),5.0,0.0,3.0,1.6,0.6,-8.7,-0.7,0.8,3.2
O=C(Nc1ccn(Cc2ccccc2F)n1)c1ccc(COc2cccc(Br)c2)cc1,7.6,-0.1,0.2,8.7,1.6,3.5,19.3,4.0,-19.8
CC(C)OCCCNc1ncnc2c1[nH]c1ccc(F)cc12,4.3,-0.1,5.0,1.8,-2.6,-1.5,0.9,1.3,6.3
Cc1ccc(C2=NS(=O)(=O)N(C)C(C(=O)NCc3ccc4c(c3)OCO4)=C2)cc1,-3.5,-0.2,0.6,-0.9,0.1,2.7,1.7,0.6,-32.8
CCOC(=O)/C(=N\Nc1ccc(Cl)cc1)Sc1nnc(-c2ccc(OC)cc2)n1C,4.4,0.0,-1.5,0.6,0.5,3.2,-0.5,-1.1,17.5
Cc1cc(C)nc(N(C#N)CN2C(=O)c3ccccc3S2(=O)=O)n1,-5.5,-0.2,-0.1,-3.2,2.2,2.7,4.3,-1.2,5.8

A few values from above.
Value of CCS(=O)(=O)c1ccc2oc(SCC(=O)Nc3ccc(OC)cc3OC)nc2c1 in ZTA DNA inh: 3.4
Value of CCOC(=O)N1CCC2(CC1)C(C#N)=C(N)Oc1c2c(C)nn1-c1cccc(Cl)c1 in EBNA-1 inh: 4.2
Value of CC(C)n1c(=S)[nH]c2cc(C(F)(F)F)ccc21 in PP5 primary: -0.3

(cont.)
smiles,HCV core dimer,Efflux pump mplx,Fh CTSL1 inh,PP1 counter,TPT1 inh,EBNA-1 inh,ZTA DNA inh,PP5 primary,PREPL inhibitor
COc1ccc(C(=O)Nc2nnc(SCC(=O)NC3CC3)s2)cc1,-1.9,0.1,-0.7,2.1,-0.9,1.4,-2.5,0.9,-9.7
O=C(CN1CCOCC1)Nc1ccc(OCc2ccccc2)cc1,-2.0,-0.1,1.1,-4.1,-2.8,1.5,-1.4,-0.5,-27.0
COCC(=O)Nc1cc(C(=O)Nc2cccc(C)c2C)ccc1Cl,7.7,0.0,0.9,-1.1,-2.5,9.4,15.2,0.7,1.1
COc1cccc(OC)c1NC(=O)C1CCCN1C(=O)NCc1ccccc1 (centres undefined),-3.5,0.0,-0.3,-3.2,-4.9,9.6,-7.0,-1.5,8.0
CC(=O)n1cc(/C=N/NC(=O)c2ccccc2O)c2ccccc21,-6.2,-0.3,1.2,1.0,0.1,-1.1,-10.4,1.3,10.2
COc1ccc(N2C(=O)CCC2(C#N)c2ccc(Br)cc2)cc1 (centres undefined),3.2,-0.1,0.0,-0.8,3.0,2.7,-13.7,1.6,-1.6
O=C(NCc1ccccn1)c1ccc(Cl)c(NC2=NC3CS(=O)(=O)CC3S2)c1 (centres undefined),5.2,0.2,-2.1,-0.8,0.8,6.0,7.4,1.2,0.2
Cc1ccc(-c2ccc(S(=O)(=O)N3CCCC3)cc2)cc1,14.3,0.4,0.0,0.3,-1.2,-20.3,-12.1,2.2,-6.4
COC(=O)CCc1sc(Nc2ccccc2)nc1-c1ccc(OC)cc1,-0.8,-2.5,1.0,3.0,1.1,1.1,-5.8,0.7,1.8
Cc1ccc(N2C(=O)C3C4C=CC(CC4)C3C2=O)cc1[N+](=O)[O-] (centres undefined),-1.0,0.1,-3.9,1.7,0.8,0.1,-15.5,2.9,5.3
COCCNC(=O)Cn1nc(-c2ccccc2OC)ccc1=O,5.0,0.1,-2.8,-0.8,0.7,9.0,0.2,4.0,6.0
COCCNC(=S)N1CCc2cc(OC)c(OC)cc2C1COc1cc(C)cc(C)c1 (centres undefined),4.5,0.0,-8.8,-0.3,-0.3,1.4,2.2,4.8,6.2
COc1ccc(-c2nc(CS(=O)(=O)CC(=O)NCc3cccc(F)c3)c(C)o2)cc1,14.8,0.0,-0.1,-1.3,1.1,0.0,-5.4,0.5,-7.0
CN1C(=O)Cc2cc(S(=O)(=O)Nc3ccc(Cl)cc3)ccc21,4.2,0.1,0.8,1.2,0.0,-6.8,-5.2,5.1,-2.5
O=C1C(Cl)=C(N2CCOCC2)C(=O)N1c1ccccc1Cl,-2.2,-0.1,16.5,0.5,0.5,5.2,-2.0,-0.2,9.2
O=S(=O)(Nc1ncccn1)c1ccccc1,-9.5,0.1,-3.0,-1.4,3.8,3.6,6.5,0.8,-5.2
COCc1cc(C)nc2sc(C(=O)OC(C)C)c(N)c12,-8.2,0.2,0.1,-3.8,1.5,-4.9,-5.2,1.8,-1.4
CC1CN(CCOc2ccc(Cl)cc2Cl)CC(C)O1 (centres undefined),-5.5,0.1,-2.0,-3.3,1.1,3.1,-6.1,4.4,1.8
CCOC(=O)C1C(c2cccc(F)c2)NC(=S)NC1(O)C(F)(F)F (centres undefined),2.4,0.0,-2.6,-0.1,-1.1,10.6,3.0,1.0,1.7
O=C(O)c1ccc(S(=O)(=O)c2ccc3c(c2)C(=O)N(Cc2ccco2)C3=O)cc1,-8.7,-0.1,-1.1,0.2,-1.4,12.9,-12.4,-1.9,12.3
CCCN(c1nc(C)cc(OC)n1)S(=O)(=O)c1ccccc1,3.5,0.0,-4.4,-4.1,1.3,-2.4,3.4,2.4,19.7
Cc1cc(C)c2sc(NNC(=O)c3ccc(S(=O)(=O)N4CCc5ccccc5C4)cc3)nc2c1,64.2*,0.0,0.9,24.3*,0.5,6.0,22.0,3.9,3.5
COC(=O)c1cc2c(ccn2-c2ccc(F)cc2)n1Cc1ccc(OC)cc1,-0.1,0.1,-1.0,-0.1,-0.2,-10.7,-4.6,0.6,4.4
Cc1nc2nc[nH]n2c(=O)c1NC(=O)CC12CC3CC(CC(C3)C1)C2,-10.0&-4.7,0.0&-0.1,-1.8&-1.9,0.1&-0.7,-3.8&-0.9,-3.4&6.7,3.0&2.0,3.3&1.6,-2.3&7.7
COC(=O)CN(C(=S)Nc1ccccc1)C1CC(=O)N(c2ccc(OC)cc2)C1=O (centres undefined),-3.5,0.1,-1.2,-6.1,-0.8,-2.8,-0.8,4.3,-0.6
O=C(Nc1ccccc1)N(c1ccccc1)C1C=CS(=O)(=O)C1 (centres undefined),4.0,-0.1,-1.3,-3.7,-2.4,-7.4,-16.7,-0.4,-9.3
COc1ccc(S(=O)(=O)N2CN3CCN(C3)C2)cc1OC,8.3,0.0,-2.9,-7.5,-7.4,-8.1,-7.1,1.7,-2.8
CSc1n[nH]c(=O)n1C1CCCCC1,-3.3,-0.1,-1.3,-4.4,-1.5,12.5,-6.8,-1.3,9.8
COc1ccc(C)cc1NC(=O)C(C)N(c1ccc(C)cc1)S(C)(=O)=O (centres undefined),9.2,-0.1,-1.4,3.7,4.9,4.3,7.0,-1.1,12.8
O=C(Nc1nc(-c2ccncc2)cs1)c1ccco1,38.0,0.0,-1.6,8.8,3.5,7.8,0.5,-0.5,20.3
COc1cccc(NC(=O)Cn2c(CCC(=O)O)ccc2-c2ccc(C)cc2)c1,3.6,-0.1,4.1,-0.5,-4.0,4.1,10.7,0.2,-2.3
Cc1ccc(C(=O)Nc2cccc([N+](=O)[O-])c2)cc1S(=O)(=O)Nc1cccc(C(=O)O)c1,-2.5,0.0,2.8,2.9,-3.3,-0.5,-33.0,4.2,16.3
COc1ccc(CNc2ccc3c(c2)ncn3-c2ccccc2OC)cc1,2.8,-0.2,-0.9,3.2,1.7,3.7,4.9,0.6,20.8
O=C(Nc1ccc2c(c1)C(=O)NC2=O)c1ccc(S(=O)(=O)N2CCCC2)cc1,1.4,0.4,-4.1,1.4,-1.2,-13.6,-16.1,2.2,6.5
COc1ccc(C(CNC(=O)c2cc(SC)ccc2Cl)N(C)C)cc1 (centres undefined),-1.0,-0.1,-3.5,-0.5,2.0,4.9,-3.4,0.4,29.4
CSc1nc2c(cnn2-c2ccc(C)c(C)c2)c(=O)[nH]1,5.3,0.0,1.0,-1.4,-3.4,0.2,-7.6,-0.3,-3.4
Cn1nnnc1SCC(=O)N1CCOCC1,6.9,0.1,3.4,0.7,-0.5,0.9,-2.4,0.7,16.8
COc1ccc(-c2cc(C(F)(F)F)nc(N3CCOCC3)n2)cc1,7.2,0.1,-0.4,-1.3,-0.9,6.0,3.0,6.6,1.2
